# NSD2 inh = NSD2 histone methyltransferase inhibitors, primary screen, biochemical, AlphaScreen, single concentration, set 2; NSD2 peptide methylation, 120 min; inhibition, % at 12.5 µM; actives 0.54% (n = 310,000); AID 743445, 2014; in the data active means inhibition above about 50%
# cardiac RTF act = cardiac RTF calcium sensitivity activators, primary screen, biochemical, IANBD-TnC fluorescence, EC20 calcium. IANBD-labeled TnC RTF fluorescence at EC20 calcium; 0% EC20 calcium, 100% full calcium. actives 0.24% (n = 340,000). Troponin I, cardiac muscle (Homo sapiens) + Troponin T, cardiac muscle (Homo sapiens) + …. activation, % at 7.2 µM;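 active means activation above the mean over all tested compounds plus 3 SD, cut at about 30% in these data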;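 further: rise in fluorescence read as greater calcium sensitivity of cardiac thin filaments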
# PfHsp90 yeast 2 = growth inhibition of PfHsp90-expressing yeast, primary screen, antimalarial PfHsp90 inhibitor project, S. cerevisiae, BacTiter-Glo luminescence, single point, set 2. actives 0.32% (n = 310,000). inhibition, % at 9.4 µM. BacTiter-Glo ATP, 48 h; yeast lacking PDR1 and PDR3 efflux regulators. AID 504621, 2011;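 active means every replicate shows inhibition above about 80%, whatever the replicate mean, limit read from the data; inconclusive means mean inhibition reaches the set limit but some replicate falls short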;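 further: 0% = DMSO neutral controls and 100% = 20 µM radicicol positive controls; yeast relying on Plasmodium falciparum Hsp90 in place of its own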
# CDK5 p35 inh = inhibitors of human CDK5/p35 kinase, primary screen, biochemical, single concentration; Recombinant CDK5/p35, ADP-Glo luminescence, 60 min; inhibition, % at 10 µM; actives 0.01% (n = 330,000);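 active means highest replicate inhibition of at least 50% and at least 75% of replicates reaching 50%; inconclusive means only one of the two criteria met; inactive means both criteria failed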;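 further: plate controls were DMSO neutral control for no effect and GW8510 at 10 µM for full effect; many of its hits are not listed in these tables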
# PvdQ inh = P. aeruginosa PvdQ acylase inhibitors, primary screen, biochemical, fluorescence, plate reader and imaging, single point | inhibition, % at 10 µM | purified PvdQ acylase | AID 488965, 2010 | actives 0.063% (n = 340,000); in the data active means inhibition above about 30%, passing the limit was not always enough; inconclusive means no clear call, values can overlap the other calls;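 further: 0% = vehicle neutral wells and 100% = reference inhibitor wells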
# RTF Ca sens inh = cardiac RTF calcium sensitivity inhibitors, primary screen, biochemical, IANBD-TnC fluorescence, EC70 calcium | Troponin I, cardiac muscle (Homo sapiens) + Troponin T, cardiac muscle (Homo sapiens) + … | actives 0.12% (n = 340,000) | inhibition, % at 7.15 µM | AID 493244, 2011 | IANBD-labeled cardiac RTF, Ca2+ fluorescence;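 active means inhibition above the mean inhibition of all tested compounds plus 3 SD, cut at about 17% in these data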;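 further: assay run at fixed EC70 calcium of 1.6 mM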
# dFosB act = activators of delta FosB homodimer, primary screen, biochemical, fluorescence polarization, TAMRA-CDK5 oligo, single point; purified delta FosB; percent of positive-control signal above neutral wells; activation, % at 25 µM; actives 0.99% (n = 340,000); AID 493131, 2011;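 active means mean activation above about 17%, with every replicate also reaching it, limit read from the data, passing the limit was not always enough; inconclusive means only one of the two conditions met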;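 further: fluorescence polarization rise as delta FosB binds a TAMRA Cdk5 AP-1 oligo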
# Target sequence (P13346 whole entry, looked up): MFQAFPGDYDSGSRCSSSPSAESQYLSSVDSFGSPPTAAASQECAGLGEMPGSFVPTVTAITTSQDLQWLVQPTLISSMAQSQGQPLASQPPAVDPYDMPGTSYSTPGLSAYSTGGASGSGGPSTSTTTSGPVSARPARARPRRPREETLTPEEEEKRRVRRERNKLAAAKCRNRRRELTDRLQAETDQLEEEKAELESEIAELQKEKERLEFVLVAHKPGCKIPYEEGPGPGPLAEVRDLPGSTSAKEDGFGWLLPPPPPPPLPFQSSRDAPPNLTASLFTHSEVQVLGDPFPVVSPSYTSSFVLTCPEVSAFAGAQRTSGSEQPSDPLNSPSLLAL
# Rtt109 Vps75 = inhibitors of C. albicans Rtt109/Vps75 HAT, primary screen, biochemical, ThioGlo CoA-SH fluorescence, plate reader; Histone acetyltransferase RTT109 (Candida albicans (strain SC5314 / ATCC MYA-2876)), …; purified Rtt109/Vps75, 4 h; inhibition, % at 34.9 µM; actives 0.16% (n = 330,000);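 active means inhibition of at least 50% in every replicate; inconclusive means best replicate reaches 50% inhibition but some replicates fall short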
# Mot1-301 SUMO = yeast Mot1-301 growth rescue at high temperature, primary screen, SUMOylation pathway inhibitor project, S. cerevisiae, ATP luminescence, 38.5C; AID 2716, 2010; growth rescue, % at 18.8 µM; S. cerevisiae Mot1-301 growth rescue; percent above DMSO median, 100 means doubled; actives 1% (n = 320,000);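 active means every valid replicate shows activation above 250% relative to neutral control wells; inactive means the rest, any valid replicate at or below 250%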;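 further: OY570 slx delta 5 strain wells were the positive control but not used for scaling; some compounds called inactive have numbers as strong as hits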
# C-LANA FP = inhibitors of KSHV C-LANA binding to DNA, primary screen, biochemical, fluorescence polarization, FAM-LBS DNA, MBP-C-LANA, single point; inhibition, % at 9 µM; Kaposi's sarcoma herpesvirus LANA C-terminal domain (residues 932-1162) DNA binding; actives 0.078% (n = 340,000);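 active means highest replicate inhibition at or above 60% at 9 µM, even if other replicates fall short; inactive means all replicates below 60% inhibition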;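 further: 0% = neutral control wells and 100% = 4 µM acridine orange control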
# Keap1 Nrf2 FP = Keap1-Nrf2 protein-protein interaction inhibitors, primary screen, biochemical, fluorescence polarization, single point | inhibition, % at 9.4 µM | actives 0.15% (n = 340,000) | Keap1 Kelch-Nrf2 peptide fluorescence polarization, 1536-well | AID 504523, 2011; in the data active means inhibition above about 12%; inconclusive means no clear call, values can overlap the other calls; inactive means below about 7.3%;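 further: human Keap1 Kelch domain with fluorescein labeled Nrf2 9mer peptide probe; 0% = neutral control wells and 100% = peptide positive control; higher means more block of Keap1 binding to Nrf2 peptide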
# Target sequence (Q14145 whole entry, looked up, the tested form may be a part): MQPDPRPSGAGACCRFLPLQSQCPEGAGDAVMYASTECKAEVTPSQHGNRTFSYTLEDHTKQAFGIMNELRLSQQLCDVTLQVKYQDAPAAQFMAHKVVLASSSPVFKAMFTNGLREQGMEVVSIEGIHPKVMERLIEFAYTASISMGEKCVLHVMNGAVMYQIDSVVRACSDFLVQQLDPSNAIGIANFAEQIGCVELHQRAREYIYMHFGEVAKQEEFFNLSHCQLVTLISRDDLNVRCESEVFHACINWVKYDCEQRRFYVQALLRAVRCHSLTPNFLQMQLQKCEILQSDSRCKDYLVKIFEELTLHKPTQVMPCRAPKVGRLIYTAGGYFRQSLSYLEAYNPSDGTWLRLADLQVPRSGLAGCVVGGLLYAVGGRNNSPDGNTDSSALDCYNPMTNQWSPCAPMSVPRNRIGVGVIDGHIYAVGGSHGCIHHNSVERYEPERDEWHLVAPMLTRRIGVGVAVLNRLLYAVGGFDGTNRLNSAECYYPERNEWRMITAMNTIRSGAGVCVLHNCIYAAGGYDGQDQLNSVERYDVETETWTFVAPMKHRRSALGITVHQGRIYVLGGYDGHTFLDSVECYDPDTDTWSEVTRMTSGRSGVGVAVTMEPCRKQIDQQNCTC
# The depositor's hits bear a star; ? = inconclusive; nt = no result given. Compounds as they come; any-hit rate near 3.2%.
# Every second line gives: NSD2 inh	cardiac RTF act	PfHsp90 yeast 2	CDK5 p35 inh	PvdQ inh	RTF Ca sens inh	dFosB act	Rtt109 Vps75	Mot1-301 SUMO	C-LANA FP	Keap1 Nrf2 FP
COc1cccc(-n2c(SCC(=O)NCc3ccco3)nnc2-c2c[nH]c3ccccc23)c1
 : nt	-3	15	-1.6	-3	-8	-8	7	7	1.8	4
Cc1ccc2c(C)c(C(=O)NCc3ccc(S(N)(=O)=O)cc3)oc2c1C
 : 2	0	11	0.5	22	-1	14	2	4	1.8	-6
O=C(COC(=O)C1COc2ccccc2O1)Nc1ccc2c(c1)CCC2 (configuration not stated)
 : 2	6	-2	2.0	-16	-5	-6	3	-4	1.4	-3
CC1(C)NC(=O)N(CCCCSc2ccc(Cl)cc2)C1=O
 : 1	-1	-3	-0.6	2	9	2	-1	-19	1.1	-3
O=C(O)CSc1ccc2ccccc2n1
 : 0	4	3	-0.6	1	-5	1	9	7	0.6	0
Cc1cc(C)cc(NC(=O)Cn2cnc3c(nnn3Cc3ccc(F)cc3)c2=O)c1
 : -1	-4	16	0.5	-3	-4	?	-4	0	-0.3	-2
CCC(C)Nc1nc(OC)nc(N(C)C#N)n1 (configuration not stated)
 : -1	1	-6	-1.5	-10	-19	-6	-1	-17	-0.5	-1
COCCCN1CC(=O)N2Cc3[nH]c4ccccc4c3C[C@H]2C1=O
 : -2	-1	4	0.7	7	-3	-5	22	10	0.3	-3
C=CCN=c1scc(-c2ccc3c(c2)NC(=O)CO3)n1/N=C(\C)c1ccccn1
 : 2	2	0	1.2	3	-6	-8	4	nt	2.9	1
COc1cccc(C(=O)Nc2cccnc2)c1OC
 : -2	0	nt	2.2	-8	-8	-6	-6	6	1.9	-2

# As entered above.
# For RTF Ca sens inh, `COCCCN1CC(=O)N2Cc3[nH]c4ccccc4c3C[C@H]2C1=O` is entered as -3
# For CDK5 p35 inh, `CC1(C)NC(=O)N(CCCCSc2ccc(Cl)cc2)C1=O` is entered as -0.6

# Further records
# Every second line gives: NSD2 inh	cardiac RTF act	PfHsp90 yeast 2	CDK5 p35 inh	PvdQ inh	RTF Ca sens inh	dFosB act	Rtt109 Vps75	Mot1-301 SUMO	C-LANA FP	Keap1 Nrf2 FP
COC(=O)[C@@H]1C2CCC(C(=O)Nc3ccccc3)(CC2)[C@@H]1C(=O)OC
 : -3	1	-19	-0.2	-4	7	6	-6	1	-0.5	6
O=C(CCCNS(=O)(=O)c1cccc2nsnc12)NCc1ccc(F)cc1
 : 0	-3	nt	-0.4	-4	0	2	-3	5	0.9	0
NC(=O)c1ccc(NC(=O)CCC(=O)c2cccs2)cc1
 : 3	4	9	-2.1	-10	-14	-1	-17	877	1.1	4
O=C(Cc1cccc(NC(=O)C2CCN(C(=O)C3CCCCC3)CC2)c1)Nc1cccc(C(=O)N2CCOCC2)c1
 : nt	-2	-1	-0.1	-4	-5	-6	0	nt	-0.2	-4
CCOC(=O)C1=C(COC(=O)CCOc2cc(C)ccc2C)NC(=O)NC1C (configuration not stated)
 : -1	-1	14	-0.9	-7	-2	-9	-4	25	1.7	2
Cc1cccc(C)c1OCC(=O)OCC(=O)c1ccc2c(c1)NC(=O)CO2
 : -11	-2	8	0.9	0	1	-5	15	14	-0.4	-5
COc1ccc(S(=O)(=O)N(C)CC(=O)NCc2ccco2)cc1Cl
 : 1	-5	0	-1.4	-8	0	-4	-7	7	-0.9	2
COc1ccc(Br)cc1CN(C)CC(=O)NCCc1ccccc1
 : nt	3	2	-0.7	3	2	0	17	-35	4.9	-4
O=C(O)CSc1nc2ccc(C(=O)c3ccccc3)cc2[nH]1
 : -1	-10	-1	-0.1	-4	0	0	-2	-13	-0.7	2
CC(=O)c1ccc(N2CCN(C(=O)Nc3ccc(F)cc3F)CC2)cc1
 : -2	0	14	-0.7	-4	-2	2	4	489	1.1	4
CC(CN1CCCCC1)OC(=O)C(C)(c1ccccc1)c1ccccc1 (configuration not stated)
 : 8	-3	-12	0.0	-4	6	-4	-4	nt	0.2	0
CC(=O)c1c(Nc2cccc(F)c2)oc(C)cc1=O
 : 6	3	3	0.4	-2	-3	-3	-3	952*	1.2	1
COc1cccc(NC(=O)CN(C)C(=O)Cc2ccc3c(c2)OCCO3)c1
 : 0	1	-9	0.9	-17	-6	-1	-8	nt	1.5	0
C=CCn1c(CNS(=O)(=O)c2ccc(F)cc2)n[nH]c1=S
 : 0	2	-10	1.1	-3	0	4	2	-8	0.3	-2
COc1ccc(CCC(C)N2CCOCC2)cc1 (configuration not stated)
 : -1	4	1	-3.7	-10	-6	1	1	1	-2.0	-8
CN(C(=O)CSc1nncn1C)C1CCCN(Cc2ccccc2F)C1 (configuration not stated)
 : 0	-2	3	1.7	-5	-3	-3	-18	4	0.1	4
Cc1ccc(CNC(=O)C2CCCN(S(=O)(=O)c3cnc[nH]3)C2)cc1 (configuration not stated)
 : nt	0	-18	-0.9	-15	1	2	-4	-15	0.5	-6
COc1ccc(C(=O)Nc2cccc(S(C)(=O)=O)c2)cc1OC
 : 0	-2	-7	-1.0	-14	-3	-3	-1	3	-0.2	-4
Cc1ccc(-c2c(C)n([O-])c3c([n+]2=O)CCCC3)cc1
 : 1	0	1	-0.7	-5	-6	-7	7	-33	-0.5	3
O=C(N/N=C/C1CC2CCC1C2)c1c[nH]c2ccccc12 (configuration not stated)
 : 0	1	9	3.3	6	-1	12	-4	8	8.1	-1

# Record cards, from the list above.
# COc1ccc(CCC(C)N2CCOCC2)cc1 (configuration not stated) reads NSD2 inh = -1; cardiac RTF act = 4; PfHsp90 yeast 2 = 1; CDK5 p35 inh = -3.7; PvdQ inh = -10; RTF Ca sens inh = -6; dFosB act = 1; Rtt109 Vps75 = 1; Mot1-301 SUMO = 1; C-LANA FP = -2.0; Keap1 Nrf2 FP = -8
# CC(CN1CCCCC1)OC(=O)C(C)(c1ccccc1)c1ccccc1 (configuration not stated) reads NSD2 inh = 8; cardiac RTF act = -3; PfHsp90 yeast 2 = -12; CDK5 p35 inh = 0.0; PvdQ inh = -4; RTF Ca sens inh = 6; dFosB act = -4; Rtt109 Vps75 = -4; Mot1-301 SUMO = nt; C-LANA FP = 0.2; Keap1 Nrf2 FP = 0

# 3 structures from above, arranged by molar mass, smallest number first:
# Every second line gives: NSD2 inh	cardiac RTF act	PfHsp90 yeast 2	CDK5 p35 inh	PvdQ inh	RTF Ca sens inh	dFosB act	Rtt109 Vps75	Mot1-301 SUMO	C-LANA FP	Keap1 Nrf2 FP
CC(=O)c1c(Nc2cccc(F)c2)oc(C)cc1=O
 : 6	3	3	0.4	-2	-3	-3	-3	952*	1.2	1
Cc1ccc(-c2c(C)n([O-])c3c([n+]2=O)CCCC3)cc1
 : 1	0	1	-0.7	-5	-6	-7	7	-33	-0.5	3
C=CCn1c(CNS(=O)(=O)c2ccc(F)cc2)n[nH]c1=S
 : 0	2	-10	1.1	-3	0	4	2	-8	0.3	-2

# (listing goes on)
# Every second line gives: NSD2 inh	cardiac RTF act	PfHsp90 yeast 2	CDK5 p35 inh	PvdQ inh	RTF Ca sens inh	dFosB act	Rtt109 Vps75	Mot1-301 SUMO	C-LANA FP	Keap1 Nrf2 FP
Cc1cc(Sc2nc(N)ncc2[N+](=O)[O-])ncn1
 : 0	7	39	-3.0	-12	-12	-2	-6	-14	-1.9	4
Cc1ccc(-c2sc(C)nc2CC(=O)O)cc1
 : 2	-8	27	0.7	16	-4	-2	3	1	2.0	-8
CSC(=CC(=O)c1ccccc1)SC
 : -2	-5	nt	0.8	7	-1	-4	17	12	0.3	2
c1ccc(SCc2nc(-c3ccccn3)no2)cc1
 : 0	-3	-9	2.1	4	-13	4	-4	-3	-0.3	-3
CN1CCN(c2ccc(Cl)cc2NC(=O)c2ccc(=O)n(C)n2)CC1
 : -3	0	nt	0.4	0	0	7	?	-16	-0.9	1
COc1ccc(C(=O)C(CN2CCOCC2)c2ccccc2)cc1 (configuration not stated)
 : nt	-1	11	-0.6	19	4	0	-4	314	1.9	-4
CCOC(=O)C1=C(C)N(C)C(=S)NC1c1cc(OC)ccc1OC (configuration not stated)
 : -1	1	3	2.2	4	7	-3	5	-27	-2.5	-1
COC(=O)Cc1ccc(NC(=O)c2cccs2)cc1
 : -7	6	-3	0.6	-12	6	-3	-2	205	-0.5	-3
O=C(O)CC1COc2ccccc2N1S(=O)(=O)c1ccc(Br)cc1 (configuration not stated)
 : -2	3	-4	-1.2	-17	-7	-6	-1	3	-1.3	-2
O=C(Nc1ccc(N2CCCCC2)cc1)c1ccc2ccccc2n1
 : -2	-7	3	-0.4	7	6	-7	-1	80	0.3	-1
COc1ccc2oc(C(=O)OCc3c(C)noc3C)c(C)c2c1
 : -1	-2	0	-0.3	11	10	-12	5	9	3.3	-4
COc1ccc(CN2CCC(n3nccc3NC(=O)CCCc3ccccc3)CC2)cc1C
 : 2	-1	-8	-0.8	-2	1	-7	23	-6	0.5	0
COC(=O)c1ccc(COC(=O)c2c(C)nn(Cc3ccccc3Cl)c2Cl)o1
 : -2	3	-16	-0.7	-17	-2	-3	-9	-11	0.7	6
CCCCCCC(=O)Nc1cc2c(C)cc(=O)oc2cc1C
 : -4	-12	-22	2.2	12	0	-6	2	-5	1.0	-2
COCCN(C(=S)Nc1ccccc1C)C(C)c1cccnc1 (configuration not stated)
 : -1	-2	1	1.4	-3	-13	-1	-3	0	11	6
COc1ccc(N2CCN(C(=O)C3(S(=O)(=O)c4ccc(C)cc4)CC3)CC2)cc1
 : 6	1	4	-11	-19	-5	-9	4	4	-2.2	-5
CCn1c(=O)n(CC)c2cc(N3CCCC3)c(NC(=O)c3ccc(F)cc3)cc21
 : 4	3	10	-1.5	-12	5	-6	1	3	0.9	-6
CC1=NC(C(F)(F)F)(C(F)(F)F)C(C#N)=C(C)N1
 : nt	-2	5	13	6	-8	4	2	-8	0.5	-1

# Assay outcomes from PubChem BioAssay.
